IMPase Li inh: qHTS Assay for Identifying the Cell-Membrane Permeable IMPase Inhibitors: Potentiation with Lithium; 210,000 tested, 0.35% active; Potency, µM (doses to about 59.4 µM), for the others: top-dose activity, negative = IMPase inhibition, usual class: inhibitors; AID 1457, 2008; CHO-M1 cells, IP1 TR-FRET (IP-One), carbachol + lithium;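 further: IP1 builds up when IMPase is blocked and the TR-FRET signal falls; potency means the concentration at half of the fitted maximal effect; plate controls were basal vehicle for no effect and high inhibitor control for full effect; nearly all actives have a fitted effect of over 50% in size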
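Steps: plate 2000 CHO-M1 cells per well and culture 16–30 h; add compound and lithium; incubate 30 min, 37C; add d2-IP1 tracer and Eu cryptate anti-IP1 antibody in lysis buffer; read after 10 min at room temperature.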
SMN2 splice up: qHTS Assay for Enhancers of SMN2 Splice Variant Expression | HEK293 SMN2-luciferase splicing reporter, luminescence, 30-36 h | Potency, µM (titrated, usually from 46.1 µM), for inactives: top-dose activity change, positive = activation, most hits filed as activators | 210,000 tested, 2.8% active | AID 1458, 2008; further: potency means the concentration at half of the fitted maximal effect; % of control where 0% means no effect; nearly all actives have a fitted effect of over 55% in size
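qHTS luciferase splicing reporter: luminescence rises when SMN2 exon 7 is included in transfected HEK293 cells. Compound exposure lasted 30-36 h at 37C, with 4.5 mM final sodium butyrate as control, followed by a ONE-Glo read.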
HTT aggregate: qHTS Multiplex Assay to Identify Dual Action Probes in a Cell Model of Huntington: Aggregate Formation (GFP); PC12 HttQ103-GFP aggregates, Acumen cytometry, 40 h; Potency, µM (doses to about 46.1 µM), for inactives: top-dose activity change, negative = inhibition, hits mostly inhibitors; 220,000 tested, 1.1% active; further: potency means the concentration at half of the fitted maximal effect; on the % scale 0 is the no-effect control and ±100 the full control effect; nearly all actives have a fitted effect of over 60% in size
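Inducible Q103 Huntingtin exon 1–GFP PC12 line, 1500 cells/well in phenol red free DMEM with 5% equine and 5% calf serum. Tebufenozide 100 nM induced expression; compounds titrated; aggregates quantified by cytometry.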
HTT ATP protect: qHTS Multiplex Assay to Identify Dual Action Probes in a Cell Model of Huntington: Cytoprotection (ATP) | Potency, µM (top dose mostly 56.4 µM), without a hit: cytoprotection (ATP increase), most hits filed as activators | PC12 HTT-Q103 induced, cytoprotection, ATP luminescence, 40 h | 230,000 tested, 0.14% active;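 further: potency means the concentration at half of the fitted maximal effect; % of control where 0% means no effect; nearly all actives have a fitted effect of over 45% in size; toxic huntingtin expression switched on by the ecdysone agonist tebufenozide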
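PC12 cells with ecdysone-inducible HTT exon 1 Q103-GFP, induced with 100 nM tebufenozide and co-treated with library compounds in a dose series (1536-well, 1500 cells/well). Cytoprotection read as ATP content by ATPlite luminescence.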
Luc counter: Counterscreen for Luciferase (Kinase-Glo TM) Inhibition. Luciferin 4-monooxygenase (Photuris pensylvanica), Q27757. Kinase-Glo luciferase, ATP luminescence, 8 min. AID 1379, 2008. Potency, µM (doses to about 38.3 µM), for inactives: at the top dose activity change, negative = inhibition, hits mostly inhibitors. 200,000 tested, 0.28% active; further: potency means the concentration at half of the fitted maximal effect; on the % scale 0 is the no-effect control and ±100 the full control effect; nearly all actives have a fitted effect of over 60% in size
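Compound is pinned into ATP-containing buffer (10 uM ATP, imidazole pH 7.2, 7 mM MgCl2). Kinase-Glo luciferase reagent is then added. Light output is recorded following an 8-min room-temperature incubation.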
Lamin A splicing: qHTS Assay for Modulators of Lamin A Splicing. HeLa LMNA splicing GFP/RFP minigene ratio, 48 h. Potency, µM (titrated, usually from 46.1 µM), without a hit: top-dose ratio change, negative = inhibition, actives largely listed as inhibitors. 200,000 tested, 0.01% active. AID 1487, 2009; active means well fitted inhibition curve with a large enough effect in the signal ratio, with a control signal flat, not every such curve was filed as active; inconclusive means small, poorly fitted or top-dose-only effect, or effect the other way, or a change in a side signal; the % refers to the signal ratio; further: potency means the concentration at half of the fitted maximal effect; on the % scale 0 is the no-effect control and ±100 the full control effect
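Read-out is the ratio of GFP to DsRed2 object intensity, acquired by 488 nm laser-scanning cytometry on HeLa lamin A-EGFP minigene reporter cells. Compound incubation 48 hrs at 37 °C in Opti-MEM with 2% FBS; DMSO 0.5% final.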
CBFb RUNX1 block: qHTS Assay for Compounds Blocking the Interaction Between CBF-beta and RUNX1 for the Treatment of Acute Myeloid Leukemia. Runt-related transcription factor 1 (Homo sapiens) + Core-binding factor subunit beta …. AlphaScreen CBFb-His/RUNX1-biotin binding, biochemical. Potency, µM (highest dose often 59.8 µM), for the others: top-dose activity, negative = inhibition, most hits filed as inhibitors. 230,000 tested, under 10 active; further: % of control where 0% means no effect
Target sequence (Q01196 whole entry, looked up): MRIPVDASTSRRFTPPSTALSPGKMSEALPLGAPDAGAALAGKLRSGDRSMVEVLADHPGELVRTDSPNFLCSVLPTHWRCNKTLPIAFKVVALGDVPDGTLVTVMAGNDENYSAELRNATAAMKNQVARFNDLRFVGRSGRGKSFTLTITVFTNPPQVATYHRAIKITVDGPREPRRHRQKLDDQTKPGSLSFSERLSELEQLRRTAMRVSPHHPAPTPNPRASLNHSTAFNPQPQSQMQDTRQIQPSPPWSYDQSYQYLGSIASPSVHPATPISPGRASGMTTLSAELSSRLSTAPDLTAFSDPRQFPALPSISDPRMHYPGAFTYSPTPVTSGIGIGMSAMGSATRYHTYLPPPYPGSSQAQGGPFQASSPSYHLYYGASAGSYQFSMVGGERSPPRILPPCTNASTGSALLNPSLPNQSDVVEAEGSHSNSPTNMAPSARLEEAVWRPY
Target sequence (Q13951 whole entry, looked up): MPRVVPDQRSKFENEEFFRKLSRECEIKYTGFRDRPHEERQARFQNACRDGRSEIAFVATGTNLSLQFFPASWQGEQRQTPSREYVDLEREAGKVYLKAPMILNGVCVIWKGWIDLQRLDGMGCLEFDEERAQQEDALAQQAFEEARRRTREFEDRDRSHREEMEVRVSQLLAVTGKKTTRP
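Read-out: AlphaScreen. Format: His-CBF-beta with biotinylated RUNX1 (30 nM each) preincubated 20 min, compound 15 min, Ni-chelate plus streptavidin beads 90 min; room temperature throughout.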
The depositor's hits bear a star; ? = inconclusive; · = no result given; & = joins results of further samples; [ ] = dose if it differs, or a comment. Unless noted, the call rests on the fitted dose curve; in most records, active means well fitted curve in the direction sought with a large enough effect; inconclusive means small, poorly fitted or top-dose-only effect, or another doubt; inactive means no such curve, though single readings can be large; an effect the other way counts as inactive or inconclusive.

Below each compound: IMPase Li inh, SMN2 splice up, HTT aggregate, HTT ATP protect, Luc counter, Lamin A splicing, CBFb RUNX1 block
> Cc1cc(C)nc(SC(C)CNS(=O)(=O)c2ccccc2)n1 (configuration not stated)
 : 0%, 0%, 12%, -1%, -2%, ?, 3%
> Nc1ccc(-c2ccc(N)c(O)c2)cc1O
 : 9%, -8%, ·, -17%, ·, ·, 0%[21.7 µM]
> O=C(Cc1ccc([N+](=O)[O-])cc1)Nc1cccnc1
 : ·, ·, 24%[9.22 µM], 3%[10 µM], ·, ·, -23%
> CC1(c2nnc(-c3ccc(F)cc3)o2)CC(c2ccc(Cl)cc2)=NO1 (configuration not stated)
 : ·, ·, 10%[9.22 µM], 11%[10 µM], ·, ·, 18%
> O=C(Nc1ccc(-c2nc3ccccc3[nH]2)cc1)c1ccco1
 : -1%, 6.3µM*, -3%, -25%[10 µM], ?, -12%, 9%
> O=C(Nc1cccc(-c2csc(Nc3cccc(C(F)(F)F)c3)n2)c1)c1ccccc1
 : ·, ·, -11%[9.22 µM], 12%[10 µM], ·, ·, 12%
> CCSC(=O)CCCCCCCCCCCO
 : 4%[38.3 µM], 1%, 6%, 15%, -4%, -7%, 22%
> O=[N+]([O-])c1ccc(F)cc1Oc1nc(-c2cccnc2)nc2ccccc12
 : 12%, ·, -5%, -20%, ·, ·, -26%
> O=C(CN1CCCCCC1)N1c2ccccc2C=Cc2ccccc21
 : 59%[activator][38.3 µM], -5%, -9%, 13%, -5%, -7%, 7%
> S=C1NCCNC(=S)NCCOCCOCCOCCN1
 : -3%, -22%, -13%, -2%, -3%, ?, 0%
> O=C(N/N=C/c1ccc([N+](=O)[O-])cc1)C(=O)N1CCCC1
 : 4%, ·, 27%[9.22 µM], 29%[10 µM], -2%, ·, -4%
> CCCc1cc(=O)[nH]c(SCCOc2ccc(Cl)cc2)n1
 : 8%[38.3 µM], -14%, -21%, -30%, 6%, 11%, 3%
> Cc1cc(C)cc(OCC(=O)N/N=C\c2cn(C)nc2C)c1
 : -1%, 4%, -4%, ·, -1%, 0%, 8%
> COc1ccc(N2CCC(CNC(=S)Nc3cc(C)cc(C)c3)C2)cc1 (configuration not stated)
 : ·, ·, 24%[9.22 µM], 16%[10 µM], ·, ·, ?
> CCC1(C)Cc2ccccc2-c2nc(NCCO)n(-c3ccccc3)c(=O)c21 (configuration not stated)
 : 4%, -30%, -8%, 1%[10 µM], 3%, -4%, -1%
> CC(C)(C)c1cc2nc(N)nc(N)n2n1
 : ·, ·, 12%[9.22 µM], 8%[10 µM], ·, ·, 3%
> CC1CCN(S(=O)(=O)c2ccc(Oc3ccc([N+](=O)[O-])cc3)cc2)CC1
 : 19%[38.3 µM], -74%[inhibitor], ?, -22%, 1%, 4%, -19%
> COc1cc2c(cc1NC(=O)CN1CCN(S(=O)(=O)c3ccc(C)cc3)CC1)oc1ccccc12
 : ?, -12%, 21%, -21%, 3%, 5%, 1%
> Cc1cc(C)nc(CCNC(=O)c2cc(COc3c(F)cccc3F)on2)n1
 : 0%, ·, -13%, -10%, 5%, ·, 2%
> c1ccc(N2CCCCC2)c(NC2=NCCC2)c1
 : 11%[38.3 µM], -14%, -1%, 8%, 13%, 10%, 3%
> COC(=O)N[C@@H](c1ccc(Br)cc1)C(C(=O)OC)C(=O)OC
 : 0%, 20%, ·, -25%, -2%, ·, -7%
> COC(=O)c1c(C)oc(C)c1S(=O)(=O)NCC1CC1
 : ·, ·, 22%[9.22 µM], 0%[10 µM], ·, ·, 10%
> COc1ccc(C(CNC(=O)c2ccc(S(=O)(=O)N3CCOCC3)cc2)N2CCCCC2)cc1 (configuration not stated)
 : 14%[38.3 µM], 4%, -3%, -14%[0.074 µM], 0%, ?, 3%
> CSc1ccccc1NC(=O)C1C2CCC(C2)C1C(=O)O (configuration not stated)
 : 2%, ·, -7%[9.22 µM], -2%[10 µM], 0%, ?, -1%
> CN(C)c1nc(NCc2ccccc2)nc(N/N=C/c2cccc(Br)c2)n1
 : 13%, ·, 4%[9.22 µM], -3%[10 µM], 2%, -4%[46 µM], -15%
> CC(C)(C)NC(=O)CN(C(=O)CS(=O)CC(=O)Nc1ccc(F)cc1)c1cccc(F)c1 (configuration not stated)
 : 2%, ·, 10%[9.22 µM], 4%[10 µM], 0%, ·, 0%
> Cc1ccc(Oc2nc3ccccc3n3c(C)nnc23)c(C)c1
 : -4%, -1%, 6%, -9%[10 µM], 8%, -10%, -2%
> COC(=O)c1cc(=O)c2ccc(OC)cc2o1
 : -4%[38.3 µM], -6%, 9%, -6%, -2%, 14%, 4%
> O=S1(=O)CCN(C(CCO)c2cccc(C(F)(F)F)c2)CC1 (configuration not stated)
 : 0%, -10%, -8%, -8%[10 µM], 0%, 12%[46 µM], 4%
> O=C1CCCN1CCC1CCN(C2CC(=O)N(Cc3ccc(N4CCCC4=O)cc3)C2=O)CC1 (configuration not stated)
 : 20%[38.3 µM], 48%, 19%, 13%, -2%, ?, 9%
> COc1ccc([C@@H]2CC(=O)c3c(O)cc(O)cc3O2)cc1O
 : 7%&3%, 7%[20.6 µM], ·, ?, 0%, 2%, 14%&-11%[21.7 µM]
> COc1cccc(-c2csc(NC(=O)C3CC3)n2)c1
 : 3%[38.3 µM], 25%, -18%, -25%, 1%, -11%, -1%
> CCN(CC)S(=O)(=O)c1ccc2oc(C(=O)NCc3ccc(C)cc3)c(C)c2c1
 : 43%[activator][38.3 µM], -40%[inhibitor], -15%, -8%, -2%, ?, 11%
> C/C(N)=C(/C#N)C(=O)COC(=O)c1cc(C)n(-c2ccc(F)cc2)c1C
 : 30%[38.3 µM], ?, 1%, -9%[10 µM], -2%, ?, 2%
> N#Cc1ccc(CN2CCCC3(CCN(C(=O)c4ccco4)CC3)C2)cc1
 : 30%[activator], -16%, ·, 21%, -3%, ·, ·
> O[C@H](CNc1ccccn1)c1ccccc1
 : 0%, -9%[9.22 µM], ·, -2%[10 µM], -2%[7.66 µM], ·, ·
> CC(C)Oc1ccc2c3c(c(=O)oc2c1)CCC3
 : -4%[38.3 µM], -7%, -18%, -8%, -4%, -2%, 6%
> Cc1ccc(S(=O)(=O)N2CCN(c3nccnc3C#N)CC2)cc1
 : ·, ·, -28%[9.22 µM], 0%[10 µM], ·, ·, 10%
> O=c1oc2ccccc2c(O)c1C=NCc1ccccn1
 : 4%[38.3 µM], 4%, ?, -10%[10 µM], -8%, 0%, 0%
> CCOc1ccc(OCc2ccc(C(=O)Nc3cccnc3)o2)cc1
 : 3%[38.3 µM], 7.9µM*, -3%, -10%, 0%, 9%, 0%
> CC1CN(CC(=O)Nc2ccc([N+](=O)[O-])cc2Br)CC(C)O1 (configuration not stated)
 : -2%, -3%, 12%, -36%, 1%, 2%[46 µM], -3%
> O=C(c1cccs1)N(c1ccc(Br)cc1)C1C=CS(=O)(=O)C1 (configuration not stated)
 : -4%, 8%, 5%, -28%, 0%, ·, 2%
> COc1ccc([N+](=O)[O-])cc1NC(=O)CCN1CCN(c2ccccc2)CC1
 : -3%, -17%, 18%, -41%, 5%, ·, -8%
> Cc1c(N(CC(=O)O)S(=O)(=O)c2ccccc2)c(=O)n(-c2ccccc2)n1C
 : -6%, 2%, ·, ·, 2%, 7%[46 µM], -1%
> CCOC(=O)N1CCN(C2CC(=O)N(c3ccc(C)cc3)C2=O)CC1 (configuration not stated)
 : 17%[38.3 µM], 15%, -19%, -20%[0.074 µM], 0%, 0%, 6%
> C=CCNC(=O)c1onc(CSc2ccccc2C)c1C(=O)O
 : -14%[38.3 µM], 1%, -6%, -7%, -4%, 20%[0.0737 µM], 3%
> Cc1cc(C)cc(OCC(=O)NCc2nc(-c3ccccc3)no2)c1
 : 12%[38.3 µM], -7%, -12%, -20%, 0%, 2%, 21%
> O=C(O)CCCCCN1C(=O)CCC1=O
 : -15%[38.3 µM], 1%, 4%, -5%, -1%, -3%, 11%
> CCN1CCN(C(c2cccs2)C(C)NS(=O)(=O)c2ccc(C)cc2)CC1 (configuration not stated)
 : 5%, -8%, 6%, -13%, 2%, 8%[9.22 µM], -4%
> CCCOc1ccc(S(=O)(=O)NCCCN2CCOCC2)c2ccccc12
 : 27%[38.3 µM], 12%, -14%, ?, -2%, 2%, 4%
> O=C(CSc1cccc[n+]1[O-])c1ccccc1Br
 : -7%, 19%, 16%, -18%, 5%, ?, 7%
> CCN(CC)CCOCCOc1ccccc1F
 : 3%[38.3 µM], -2%, 0%[9.22 µM], 16%, 3%, 4%, 2%
> CCNc1nnc(CSc2nc3ccccc3s2)s1
 : -1%, 10%, -29%, 16%[10 µM], -3%, ?, 4%
> COC(=O)c1ccc(NC(=O)CSc2nnc(C(C)NC(=O)c3ccccc3Cl)n2C)cc1 (configuration not stated)
 : 6%[38.3 µM], -6%, 10%, -12%, 1%, 8%, 1%
> COc1ccccc1NC(=S)NC(NC(=O)CC(C)C)C(Cl)(Cl)Cl (configuration not stated)
 : 5%, ·, 9%[9.22 µM], 30%[10 µM], -1%, 4%[46 µM], 12%
> COc1cc(NC(=O)c2ccccc2Cl)ccc1NC(=O)c1ccco1
 : 2%[38.3 µM], 22µM*, -19%, -21%, -8%, 0%, -2%
> CC1CCCCN1S(=O)(=O)c1ccc(S(=O)(=O)NCCc2ccncc2)cc1 (configuration not stated)
 : 12%, -45%[inhibitor], -20%, 12%[10 µM], 4%, ?, 0%
> COc1cccc(NC(=S)N2CCn3cccc3C2c2cccnc2)c1 (configuration not stated)
 : 22%, 2%, -14%, -26%, 3%, -19%[46 µM], -8%
> O=C(CSc1nnc(-c2n[nH]c3ccccc23)n1-c1ccccc1)Nc1cccc(Cl)c1
 : -1%, -29%, 12%, 9%[10 µM], -2%, 6%, -2%
> CCCCc1cc2c(c(NC(C)=O)n1)c(=O)oc1ccccc12
 : -17%, 7%, -6%, -10%[10 µM], 6%, -13%, 5%
> O=C(COc1ccccc1)NC(=S)Nc1cccc(NC(=O)c2ccccc2Cl)c1
 : ·, ·, 8%, 2%[10 µM], ·, -2%, -4%

Assay outcomes (PubChem)
